zVAD death inh = L929 zVAD cell death inhibition. viability rescue, % at 10 µM. L929 zVAD necroptosis rescue, ATP luminescence, 24 h; with zVAD 60 µM. 220,000 compounds, 0.38% hits. AID 1377;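 active = activation, scaled between plate controls, above about 75%, limit read from the data; inactive = activation under that limit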;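 also: 0% = zVAD with DMSO and 100% = DMSO alone without zVAD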
Tb hexokinase = blocks Trypanosoma brucei hexokinase 1 activity | recombinant TbHK1, G6PDH-coupled NADH A340 | inhibition, % at 10 µM | 220,000 compounds, 0.11% hits | AID 1430;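 active = inhibition of 50% or more in the single-dose primary screen; inactive = inhibition below 50%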
PGE2 EP2 inh = blocks the human prostaglandin E2 receptor EP2; P43116; C6 glioma cells expressing human EP2, cAMP TR-FRET; cells stimulated with saturating PGE2; inhibition, % at 25 µM; 260,000 compounds, 0.52% hits;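 active = percent inhibition above 40 after rounding to a whole number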;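 also: rat C6 glioma host cells with rolipram phosphodiesterase inhibitor present; the protocol text gives 20 µM as final concentration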
Target sequence (P43116 whole entry, looked up): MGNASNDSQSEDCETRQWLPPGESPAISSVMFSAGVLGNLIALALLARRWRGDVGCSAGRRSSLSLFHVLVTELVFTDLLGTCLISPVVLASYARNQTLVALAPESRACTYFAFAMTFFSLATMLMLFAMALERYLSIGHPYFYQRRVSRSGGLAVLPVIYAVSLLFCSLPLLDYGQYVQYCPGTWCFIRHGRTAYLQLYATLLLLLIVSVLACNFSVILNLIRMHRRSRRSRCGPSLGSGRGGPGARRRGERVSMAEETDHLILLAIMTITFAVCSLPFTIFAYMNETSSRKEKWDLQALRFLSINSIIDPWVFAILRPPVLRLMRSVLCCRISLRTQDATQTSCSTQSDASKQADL
FXIIa inh = blocks human coagulation factor XIIa protease activity | purified FXIIa, Boc-QGR-AMC fluorogenic substrate, 2 h | inhibition, % at 5 µM | 220,000 compounds, 0.3% hits; in the data active = inhibition above about 40%;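 also: 0% = enzyme with no compound and 100% = blank without enzyme; many of its hits are not listed in these tables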
Wee1 degr inh = human Wee1 degradation inhibition, primary screen | reporter increase, % at 5 µM | HeLa Luc-Wee1K328M stability, luciferase luminescence; 100% = proteasome inhibitor MG132 effect | 220,000 compounds, 1.2% hits | P30291;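 active = activation above the mean of all tested compounds plus 3 SD, set per screening run, cut at about 8.8% in these data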;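 also: cells exposed to compound for 20 h before luminescence read; 0% = DMSO alone and 100% = MG132 at 30 µM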
Target sequence (P30291 whole entry K328M): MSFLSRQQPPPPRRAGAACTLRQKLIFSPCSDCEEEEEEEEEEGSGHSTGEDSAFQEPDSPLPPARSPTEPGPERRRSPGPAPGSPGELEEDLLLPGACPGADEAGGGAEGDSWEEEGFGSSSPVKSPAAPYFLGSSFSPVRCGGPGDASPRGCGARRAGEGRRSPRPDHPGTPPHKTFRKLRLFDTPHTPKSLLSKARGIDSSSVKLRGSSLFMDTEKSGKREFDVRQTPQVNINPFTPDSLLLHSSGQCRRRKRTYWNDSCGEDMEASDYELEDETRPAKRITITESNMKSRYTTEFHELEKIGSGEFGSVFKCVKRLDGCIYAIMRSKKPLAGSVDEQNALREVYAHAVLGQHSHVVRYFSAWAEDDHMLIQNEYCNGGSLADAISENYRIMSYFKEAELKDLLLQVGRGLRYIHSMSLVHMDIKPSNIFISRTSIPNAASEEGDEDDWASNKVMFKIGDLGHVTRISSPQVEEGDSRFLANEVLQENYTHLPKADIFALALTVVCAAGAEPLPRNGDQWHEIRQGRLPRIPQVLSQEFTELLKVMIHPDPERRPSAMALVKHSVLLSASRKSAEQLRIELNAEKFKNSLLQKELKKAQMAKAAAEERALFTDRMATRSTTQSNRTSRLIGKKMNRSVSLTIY
PPC-1+TRAIL kill = compounds killing PPC-1 cancer cells with TRAIL present (potentiator screen, no TRAIL-free arm); cell killing (% activity), % at 4 µM; 220,000 compounds, 0.41% hits; PPC-1 cells + TRAIL, ATPLite viability luminescence;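 active = cell killing above 50% in the first pass at 4 µM, then a duplicate retest at 5 µM averaging 50% or more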;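 also: plate controls were cells with TRAIL plus DMSO for no effect and medium-only wells lacking cells for full effect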
TNF death inh = blocks TNF-alpha induced death of Jurkat FADD-/- cells. Jurkat FADD-/- TNF necroptosis rescue, ATP luminescence, 24 h; 0 = TNF only, 100 = no-TNF cells. activation (protection from cell death), % at 10 µM. 220,000 compounds, 0.068% hits. AID 463075;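 active = activation, meaning protection from cell death, of at least 50% relative to plate controls; inactive = activation below 50%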;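 also: necroptosis triggered by 40 ng/mL TNF-alpha added together with compound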
CHOP inhibitor = inhibitors of CHOP induction in ER stress response | CHO-K1 CHOP-promoter luciferase, tunicamycin-induced, 15-18 h | inhibition, % at 10 µM | 220,000 compounds, 3.8% hits;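 active = compounds that reduced the stress-induced luciferase reporter signal by more than about 70% of percent inhibition, limit read from the data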;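 also: 0% = tunicamycin plus vehicle and 100% = wells without tunicamycin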
FXIa inh 1536 = blocks human coagulation factor XIa protease activity; purified FXIa, Boc-Glu-Ala-Arg-AMC fluorogenic substrate; 220,000 compounds, 0.14% hits; inhibition, % at 5 µM; P03951;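 active = inhibition of at least 40%; inactive = inhibition below 40%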;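 also: fluorescence of freed AMC excited at 355 nm; 0% = enzyme without compound and 100% = no enzyme blank; many of its hits are not listed in these tables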
Starred values were filed as active, the others as inactive; x = not tested or not shown; & = joins results of further samples; [ ] = another dose, or the depositor's remark.

Under each structure – zVAD death inh	Tb hexokinase	PGE2 EP2 inh	FXIIa inh	Wee1 degr inh	PPC-1+TRAIL kill	TNF death inh	CHOP inhibitor	FXIa inh 1536
CCCc1[nH]n(-c2ccc([N+](=O)[O-])cc2)c(=O)c1C=NCCN1CCNCC1
→ -0.4	-48	11	3	1	-8	3.6	-33	-2
CCC(C)NC(=O)C1c2ccccc2C(=O)N(c2ccc(OC)cc2)C1c1ccc(OC)cc1 (stereo unspecified)
→ -0.8	-4	8	14	1	22	-2.8	-37	-11
COC(=O)c1c(N2C(=O)[C@H]3[C@@H](C2=O)[C@]2(C(=O)Nc4ccc(C)cc42)N2CCC[C@@H]32)sc(C)c1C
→ 0.4	-2	4	-3	1	x	0.5	0	-9
C[C@@H]1C[C@H]2[C@@H]3CCC4=CC(=O)C=C[C@]4(C)[C@@]3(F)[C@@H](O)C[C@]2(C)[C@@]1(O)C(=O)COP(=O)(O)O
→ 62	9	12	13	-1	23	1.1	25&14	15
CC(=O)Nc1ccc(Nc2ncnc3c2cnn3-c2cccc(C)c2)cc1
→ 0.5	4	30	13	5	7	-0.7	-6	-3
CN(CCOc1ccccc1)CC(=O)Nc1ccc(Cl)cc1[N+](=O)[O-]
→ -0.4	11	2	14	-1	12	0.2	40	7
S=C(NCCSCc1ccc(Cl)cc1Cl)Nc1ccccc1
→ 0.1	16	21	16	0	18	-6.8	81*	5
CCOC(=O)c1nn(-c2ccc(C)cc2)cc1O
→ -0.1	-18	14	9	7	13	-2.0	40	-9
NC(=O)CSCc1c(Cl)cccc1Cl
→ 0.1	-3	8	12	4	8	-1.0	24	2
CCn1c(N)c(C(=O)NCc2cccnc2)sc1=S
→ 2.9	-12	11	18	1	2	0.5	2	6
COc1ccc(CCNC(=S)NC(=O)/C=C/c2ccc(C)cc2)cc1OC
→ -0.3	-12	6	x	-1	x	-3.3	36	x
Cc1cccn2c(/C=N/OCc3ccc(F)cc3)c(-c3ccc(Cl)cc3)nc12
→ 0.7	-8	7	6	-3	33	-3.2	-15	3
Cc1ccc(C(C)C)c(OCC(=O)Nn2c(=O)[nH]c3ccccc3c2=O)c1
→ 0.6	36	4	26	1	21	0.5	20	20
COc1ccc(N2CCN(C(=O)CSc3ccc([N+](=O)[O-])cc3)CC2)cc1
→ 0.3	-10	2	7	-3	24	1.2	-9	5
O=C(CSC1=NCCS1)c1ccc(Cl)cc1
→ 1.3	-1	15	9	-3	13	-2.3	18	-3
COCCSc1nc2sc3c(c2c(=O)n1-c1ccccc1)CCN(C)C3
→ -0.1	-50	8	23	-2	22	-1.1	11	7
O=c1c2c(-c3cccs3)csc2ncn1-n1cccc1
→ -0.1	-4	8	1	0	22	-2.5	8	2
O=C(Nc1ccc(F)cc1F)Nc1sccc1-c1nc2ccccc2s1
→ 4.4	-4	8	7	1	-3	2.2	45	6
COc1ccccc1N1CCN(c2ncc(C(=O)N3CCN(c4cccc(Cl)c4)CC3)c3ccccc23)CC1
→ 1.4	-10	12	6	0	18	-7.8	86*	-6
O=C(N/N=C/C=C\c1ccccc1[N+](=O)[O-])c1cccs1
→ 0.2	-27	5	12	2	24	1.5	-26	6
CCNC(=O)OCC12CC3CC(CC(C3)C1)C2
→ 3.0	0	5	14	-1	30	0.5	9	3
COc1cc2c(cc1NC(=O)CSc1nc3cc(Cl)ccc3s1)oc1ccccc12
→ 0.3	-6	6	10	-2	5	1.6	28	5
C=CCSc1nc2c(sc3nc(C)cc(C)c32)c(=O)[nH]1
→ 0.5	1	0	12	0	9	-2.0	1	5
O=C(COc1cccc(Cl)c1)N/N=C\c1cc2ccccc2nc1Cl
→ 1.8	-6	6	11	1	14	0.0	78*	4
O=C(Cc1nc(-c2ccc([N+](=O)[O-])cc2)cs1)Nc1ccccc1
→ -0.1	3	10	11	1	44	0.4	21	10
O=C(NC1(C(F)(F)F)NC(=O)N(CCc2ccccc2)C1=O)C1CC1 (stereo unspecified)
→ -0.7	2	6	12	1	30	-1.2	-13	0
[O-]/[N+](=C\c1ccc(OC(F)F)cc1)c1ccccc1
→ -0.6	23	7	14	-2	-7	-4.1	-6	8
NC(N)=N/N=C/c1ccccc1OC(F)F
→ -0.5	4	9	7	-2	10	1.3	-4	-2
N#C/C(C(=O)N1CCOCC1)=C1/SC(Cc2ccc(F)cc2)C(=O)N1c1ccccc1 (stereo unspecified)
→ x	-11	12	12	3	11	2.6	3	9
CC(=O)NN1C(=O)/C(=C\c2ccc(O)cc2)SC1=S
→ 3.0	-19	19	14	5	7	-0.4	32	2
Cc1cc(C)c(-c2csc(NC(=O)c3cc([N+](=O)[O-])ccc3N3CCOCC3)n2)c(C)c1
→ 1.0	16	6	8	1	16	-0.4	6	6
O=C(OC1CCS(=O)(=O)c2sccc21)c1ccccc1 (stereo unspecified)
→ -0.3	-1	15	13	-3	14	-2.6	24	8
COc1ccc(C(=O)NCc2nnc(SCCOc3ccccc3)n2C)cc1
→ 1.8	-4	3	-8	0	-9	0.4	35	-6
Cc1ccc(NS(=O)(=O)c2ccc(C)c(NC(=O)COc3ccccc3)c2)c(C)c1
→ 0.1	13	6	5	0	21	2.3	38	2
CCn1nc(C(=O)Nc2ccc(C)c(C)c2)c(Cl)c1Cl
→ 0.3	-3	9	15	-3	-3	-1.0	15	8
c1csc(CNc2ncnc3sccc23)c1
→ 0.4	-6	8	x	0	x	-8.5	x	x
COc1cccc(/C(N)=N/OC(=O)Cc2ccccc2[N+](=O)[O-])c1
→ 0.5	2	8	10	1	19	-1.3	4	-2
Cc1ccc(-n2cccn2)c([C@@H]2C[C@H]3CN(C)C(=O)[C@]34CCCN24)c1
→ -1.3	-9	6	2	-2	7	0.9	4	-3
O=C(O)CCN1C(=O)C2CCCCC2C1=O (stereo unspecified)
→ 0.9	0	5	14	-2	10	0.4	-10	-1
CN(C)S(=O)(=O)Oc1ccsc1C(=O)Nc1ccccc1Cl
→ 0.1	3	13	8	-1	30	-3.0	42	1
CCC1Oc2ccccc2N(CC(=O)NCCCN2CCOCC2)C1=O (stereo unspecified)
→ 0.2	-4	8	x	-1	x	0.1	x	x
Cc1ccc(C)c(S(=O)(=O)ON2C(=O)c3ccccc3C2=O)c1
→ 0.1	-4	7	77*	2	3	1.2	106*	62*
Cc1ccc(S(=O)(=O)NNC(=S)NC(=O)c2ccc([N+](=O)[O-])cc2)cc1
→ 0.4	78*	4	13	0	1	1.0	-5	7
CC(C)CC(=O)NC(=S)Nc1ccccc1C(F)(F)F
→ 0.3	3	13	26	3	-10	3.6	-4	23
CCOC(=O)c1cc2c(n(-c3ccc(C)cc3)c1=O)CCCC2=O
→ -0.3	7	5	14	-1	8	-0.1	28	3
CC1OC2(C)OC(=N)C1(C#N)C(C#N)(C#N)C2c1ccccc1 (stereo unspecified)
→ 0.6	-8	8	10	0	-11	0.1	-138	14
O=C(Cn1nc(-c2ccccc2F)ccc1=O)NCc1ccc2c(c1)OCO2
→ 0.0	-2	11	15	0	19	-3.9	4	-2
CCC(C)NCCCOc1ccc(Cl)cc1C(C)(C)C (stereo unspecified)
→ x	5	6	10	-3	4	3.9	40	5
CCOC(=O)c1c(NC(=O)C(C)N2CCN(C(=O)c3ccco3)CC2)sc2c1CCCC2 (stereo unspecified)
→ -0.1	-16	x	-3	-3	-2	2.6	47	7
CCN(CCCNS(=O)(=O)c1ccc2c(c1)oc(=O)n2C)c1cccc(C)c1
→ 0.8	2	10	12	1	3	-1.1	49	5
Cc1ccc(-c2cc(C(=O)N/N=C\c3cnn(C)c3C)c3ccccc3n2)cc1C
→ 0.3	-32	22	-20	1	53*[5 µM]	-6.5	41	-6
Cc1cccc(NC(=O)c2ccc(S(=O)(=O)N3CCCCC3)cc2)n1
→ -0.7	3	13	12	x	14	1.7	0	3
COc1ccccc1C(=O)OCc1ccc2sc(C)nc2c1
→ -0.1	-6	8	13	4	-2	-0.5	-19	3
CN(Cc1ccsc1)C(=O)CCc1nnc(CCCc2ccccc2)o1
→ 0.2	-1	4	6	11*	-4	-0.1	-15	-3
O=C1/C(=C/c2cccnc2)SC(=S)N1CCc1ccccc1
→ -0.7	-16	13	1	-2	-6	1.4	-16	-3
CC(C)(C)CN1CCNC(=O)C1CC(=O)N1CCOc2ccccc2C1 (stereo unspecified)
→ -0.2	-5	6	7	3	3	0.6	16	0
Cc1cc(C)nc(NC(=O)c2ccc(OC(C)C)cc2)n1
→ -0.7	-8	11	6	-2	-4	-0.5	-5	-1
Cc1ccc(S(=O)(=O)c2nc(NCCN(C)C)sc2Cl)cc1
→ -0.9	4	5	12	-1	-4	-0.4	8	4
COc1ccc(N=c2scc(-c3ccc(OC)cc3)n2CCO)cc1
→ 0.0	-5	13	8	-3	7	-3.5	35	-2
O=C(Nc1ccc2c(c1)OCO2)C1CC(c2c(F)cccc2Cl)=NO1 (stereo unspecified)
→ -0.1	3	0&8	11	2	2	2.6	21	-1

(cont.)
Under each structure – zVAD death inh	Tb hexokinase	PGE2 EP2 inh	FXIIa inh	Wee1 degr inh	PPC-1+TRAIL kill	TNF death inh	CHOP inhibitor	FXIa inh 1536
CC(=O)c1ccc(NC2OC(C)C(O)C(O)C2O)cc1 (stereo unspecified)
→ -0.1	-10	9&13	3	0	18	-1.5	6	3
CN(C)/N=C/c1ccc(/C=N/NC(N)=S)o1
→ 1.2	-20	16	10	2	6	-1.7	-2	2
COc1cc(N2C(=O)c3ccccc3C2=O)c(Cl)cc1C(=O)OCC(=O)N1CCOCC1
→ -0.2	-8	14	x	4	5	0.1	4	-4
COCCCNc1ncnc2c1[nH]c1ccccc12
→ 0.2	-6	x	14	0	-2	-3.2	7	-2
Cc1ccccc1C(=O)NC(=S)NCC(=O)c1ccccc1
→ 0.0	2	22	-3	-2	25	-0.2	13	-13
CN(C)c1cccc(C(=O)N/C=C/n2cnc3cc(C(F)(F)F)ccc32)c1
→ 0.4	2	7	3	3	9	-0.1	30	4
COc1cc(NC(C)C(=O)N2CC(C)OC(C)C2)cc(OC)c1 (stereo unspecified)
→ -1.1	29	9	11	-1	10	-0.6	-14	-10
COc1ccccc1C(=O)Nc1ccc(Oc2ncnc3sc(-c4ccccc4)cc23)cc1
→ 4.8	-31	1	5	-4	-24	0.6	32	0
O=C(Nc1nc(-c2ccccc2)cs1)NC1CCCCC1
→ 0.6	0	11	5	-1	16	-1.0	93*	2
CC(C)c1ccc(NC(=O)C(c2ccc3c(c2)OCO3)N2CCN(C(=O)c3ccco3)CC2)cc1 (stereo unspecified)
→ 2.2	-3	15	10	-1	15	4.3	14	9
CCOC(=O)c1sc(NC(=O)Nc2ccc(F)cc2)nc1C
→ 4.0	-6	6	2	4	42	3.8	69	-7
CC12CCC(O)CC1=CCC1C2CCC2(C)C1CCC21CCC(=O)O1 (stereo unspecified)
→ 0.6	31	6	11	4	26	-1.6	39	26
C#Cc1ccc(CN2CCN(Cc3ccsc3)C(CCO)C2)cc1 (stereo unspecified)
→ 0.0	-6	8	6	5	9	1.9	3	-1
CCCCn1c2ccccc2c2cc(CC(N)=O)ccc21
→ 2.1	-17	11	14	0	22	-5.4	4	5
CCCn1c(=O)c(C(=O)NNS(=O)(=O)c2ccc(Cl)cc2)c(O)c2ccccc21
→ 1.1	14	10	11	-2	-2	1.7	107*	9
COc1ccc(CCN(CC(=O)NC2CCCC2)C(=O)CCC(=O)Nc2cc(C)on2)cc1OC
→ 0.1	-4	x	17	1	3	1.5	-6	4

A portion of the library; the hit share may differ from the screen's.
